POLH inh: qHTS for Inhibitors of Polymerase Eta; DNA polymerase eta (Homo sapiens), Q9Y253; recombinant Pol eta, fluorescent DNA replication assay; Potency, µM (doses to about 114 µM), for inactives: at the top dose activity change, negative = inhibition, hits mostly inhibitors; actives 1.2% (n = 390,000); also: potency is read from the fitted curve at half-maximal effect; % is scaled to controls: 0 for no effect and ±100 for the full control effect
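Pol eta (10 nM) was preincubated with compounds for 15 min at room temperature, after which fluorescent replication substrate (50 nM final) was added to start the reaction. Fluorescence was read kinetically at 0 and 10 min.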
POLB inh: qHTS Assay for Inhibitors of DNA Polymerase Beta | P06746 | Pol beta primer extension/strand displacement, fluorescence kinetic | Potency, µM (doses to about 114 µM), inactives show at the highest dose activity change, negative = inhibition, usual class: inhibitors | actives 1.3% (n = 340,000) | AID 485314, 2010; also: potency is read from the fitted curve at half-maximal effect; % is scaled to controls: 0 for no effect and ±100 for the full control effect
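Pol beta (10 nM) and compounds were preincubated 15 min at room temperature, then 50 nM substrate (final) started primer extension/strand displacement. Reads were taken at 0 and 10 min; concentration-response data were fitted to a four-parameter Hill equation.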
BLM inh: qHTS Assay for Inhibitors of Bloom's syndrome helicase (BLM). recombinant BLM DNA unwinding, fluorescence dequenching. RecQ-like DNA helicase BLM (Homo sapiens), P54132. Potency, µM (doses to about 56.1 µM), without a hit: top-dose activity change, negative = inhibition, most hits filed as inhibitors. actives 0.2% (n = 350,000);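 also: potency is read from the fitted curve at half-maximal effect; plate controls were vehicle for no effect and no enzyme for full effect; nearly all actives have a fitted effect of over 35% in size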
APE1 inh: qHTS Assay for Inhibitors of the Human Apurinic/apyrimidinic Endonuclease 1 (APE1). recombinant APE1, TAMRA/BHQ-2 abasic DNA cleavage fluorescence. Potency, µM (doses to about 65.8 µM), for the others: at the highest dose activity change, negative = inhibition, most hits filed as inhibitors. actives 0.35% (n = 350,000). AID 2517, 2012;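 also: potency is read from the fitted curve at half-maximal effect; plate controls were vehicle for no effect and reference inhibitor for full effect; nearly all actives have a fitted effect of over 55% in size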
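Measures dequenching upon AP-site incision of a 5'-TAMRA/3'-BHQ-2 THF-containing duplex, 50 nM; human APE1 0.75 nM after 15 min room-temperature exposure to compound; kinetic three-point read at one-minute spacing.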
Pol iota inh: qHTS for Inhibitors of Polymerase Iota; Pol iota fluorescent replication assay, 10 min; AID 588590, 2011; Potency, µM (series often up to 115 µM), for inactives: at the highest dose activity, negative = inhibition, hits mostly inhibitors; actives 1% (n = 390,000); DNA polymerase iota (Homo sapiens), Q9UNA4; also: potency is read from the fitted curve at half-maximal effect
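Pol iota at 10 nM preincubated 15 min with compounds at room temperature; reaction started with fluorescent substrate, 50 nM final. Fluorescence read kinetically at 0 and 10 min; buffer-only wells as negative control.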
Pol kappa inh: qHTS for Inhibitors of Polymerase Kappa; DNA polymerase kappa (Homo sapiens), Q9UBT6; purified Pol kappa, fluorescent DNA synthesis assay, 10 min; Potency, µM (highest dose often 107 µM), for the others: at the highest dose activity, negative = inhibition, most hits filed as inhibitors; actives 0.53% (n = 400,000); also: potency is read from the fitted curve at half-maximal effect; % is scaled to controls: 0 for no effect and ±100 for the full control effect
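Inhibition of 10 nM Pol kappa is measured by a fluorescent read-out at 0 and 10 min following addition of 50 nM substrate (final), with a 15-min room-temperature compound preincubation.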
RXFP1 antagonist: qHTS Assay for Antagonists of the Relaxin Receptor RXFP1 | Relaxin receptor 1 (Homo sapiens), Q9HBX9 | HEK293-RXFP1, relaxin-stimulated cAMP HTRF, 30 min; active compounds read low | activity change, negative = inhibition, % at 57.5 µM | actives 0.59% (n = 350,000);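 active = activity change of -60% or lower, but not beyond a set lower limit; inconclusive = change between -60% and -40%, or beyond the set limit; inactive = change above -40%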; also: % is scaled to controls: 0 for no effect and ±100 for the full control effect
Target sequence (Q9HBX9 whole entry, looked up): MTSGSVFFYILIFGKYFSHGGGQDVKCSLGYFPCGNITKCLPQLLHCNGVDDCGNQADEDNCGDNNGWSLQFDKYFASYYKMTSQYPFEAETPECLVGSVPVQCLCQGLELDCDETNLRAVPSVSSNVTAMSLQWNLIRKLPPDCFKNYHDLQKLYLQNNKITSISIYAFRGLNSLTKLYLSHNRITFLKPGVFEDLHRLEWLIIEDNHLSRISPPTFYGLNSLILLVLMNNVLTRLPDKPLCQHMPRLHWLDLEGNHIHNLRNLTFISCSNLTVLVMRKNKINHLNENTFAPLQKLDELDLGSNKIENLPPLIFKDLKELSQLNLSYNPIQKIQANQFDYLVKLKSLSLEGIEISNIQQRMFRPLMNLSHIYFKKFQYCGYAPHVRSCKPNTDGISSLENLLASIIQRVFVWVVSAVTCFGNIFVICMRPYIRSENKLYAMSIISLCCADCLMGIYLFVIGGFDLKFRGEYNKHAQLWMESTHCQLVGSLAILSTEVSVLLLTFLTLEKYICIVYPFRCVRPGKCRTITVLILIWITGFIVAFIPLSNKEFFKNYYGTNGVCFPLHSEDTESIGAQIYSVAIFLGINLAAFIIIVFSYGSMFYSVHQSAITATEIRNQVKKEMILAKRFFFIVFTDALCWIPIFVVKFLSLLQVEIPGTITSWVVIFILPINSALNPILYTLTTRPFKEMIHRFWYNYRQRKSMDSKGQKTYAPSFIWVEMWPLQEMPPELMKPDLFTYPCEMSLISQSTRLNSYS
Tb PGK inh: qHTS Assay to Find Inhibitors of Phosphoglycerate Kinase. actives 0.043% (n = 380,000). AID 602233, 2012. PGK/GAPDH coupled, Kinase-Glo luminescence, 60 min. Potency, µM (series often up to 57.5 µM), for inactives: top-dose activity change, negative = inhibition, hits mostly inhibitors. Phosphoglycerate kinase, glycosomal (Trypanosoma brucei brucei), P07378; also: potency is read from the fitted curve at half-maximal effect; % is scaled to controls: 0 for no effect and ±100 for the full control effect; nearly all actives have a fitted effect of over 60% in size
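Recombinant glycosomal PGK reaction used 1,3-bisphosphoglycerate generated in-well by GAPDH (100nM final) in 100mM TEA pH 7.6, 5mM MgCl2, 0.01% Tween-20. After 60 minutes at room temperature, ATP was read by Kinase-Glo Plus luminescence end-point.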
Apoferritin bind: qHTS Assay for Identification of Novel General Anesthetics. Ferritin light chain (Equus caballus), P02791. apoferritin/1-aminoanthracene competitive binding, fluorescence. Potency, µM (series often up to 77.5 µM), without a hit: top-dose activity change, negative = displacement, actives largely listed as inhibitors. actives 0.074% (n = 350,000); also: potency is read from the fitted curve at half-maximal effect; % is scaled to controls: 0 for no effect and ±100 for the full control effect; nearly all actives have a fitted effect of over 20% in size
Target sequence (P02791 2-175 limits assumed): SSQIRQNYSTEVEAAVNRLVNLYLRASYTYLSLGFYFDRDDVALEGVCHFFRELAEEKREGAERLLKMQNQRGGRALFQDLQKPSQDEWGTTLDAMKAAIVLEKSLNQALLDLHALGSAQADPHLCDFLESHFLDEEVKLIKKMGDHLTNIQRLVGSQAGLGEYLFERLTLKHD
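Apoferritin-based anesthetic binding model; compound displacement of fluorescent 1-AMA measured as endpoint fluorescence after 10 minutes at room temperature, scaled to free-ligand and complex controls.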
* marks the source's active call; other numbers are inactive results; i = inactive; ? = inconclusive; nt = no result given; [ ] = another dose, or the depositor's remark. Unless noted, calls follow the shape of the dose curve; as a rule, active = well fitted curve in the direction sought with a large enough effect; inconclusive = small, poorly fitted or top-dose-only effect, or another doubt; inactive = no such curve, though single readings can be large; an effect the other way counts as inactive or inconclusive. This is a subset; count on the stated rates, not on these rows.

entry | smiles | POLH inh | POLB inh | BLM inh | APE1 inh | Pol iota inh
1 | CCCCCCN1C(=O)C(O)=C(C(C)=O)C1c1ccc(Cl)cc1 (stereo not given) | -3% | -1% | -4% | 24% | 5%
2 | COc1ccc(N2CCN(C(=O)C(NC(=O)c3c(F)cccc3F)C(C)C)CC2)cc1 (stereo not given) | -5% | 18% | -2% | -6% | 48%[activator]
3 | Cc1cc(C)c2ccc(C)[n+]([O-])c2c1O | -12% | 5% | -6% | -8% | 14%
4 | CCCn1c(NCc2ccc(C)o2)nc2ccccc21 | 5% | 25% | -2% | 0% | ?
5 | O=C(c1ccccc1)c1ccc(CN2C(=O)c3ccccc3C2=O)o1 | -4% | 18% | -1% | -5% | 7%
6 | CCCn1cc(S(=O)(=O)CC(=O)N2CCc3ccccc32)c2ccccc21 | 4% | -23% | -2% | -2% | 4%
7 | Nc1nc(SCc2ccc(F)cc2)ns1 | -2% | 10% | -5% | 5% | 68%[activator]
8 | CC(C)(C)C(=O)Nc1ccc2nc(SCC(=O)N3CCCC3)sc2c1 | -16% | -11% | -2% | nt | 40%[activator]
9 | Cc1ccc(-c2nnn(CC(=O)NCC3COCCO3)n2)o1 (stereo not given) | -11% | 49% | -4% | -6% | 15%
10 | Cc1cccc(C(=O)NC(=S)N2CCN(c3ccc([N+](=O)[O-])cc3)CC2)c1 | -11% | 45% | -3% | 20% | 26%

entry | Pol kappa inh | RXFP1 antagonist | Tb PGK inh | Apoferritin bind
1 | -12% | -3 | -4% | -5%
2 | 1% | -4 | i | 4%
3 | -9% | 18 | 7% | -4%
4 | 3% | -5 | nt | -11%
5 | -8% | -7 | nt | 0%
6 | -7% | 0 | 10% | -2%
7 | -14% | -7 | -5% | ?
8 | 9% | -6 | i | -3%
9 | 0% | -1 | 6% | -7%
10 | -13% | -2 | -5% | 4%

Following part.
entry | smiles | POLH inh | POLB inh | BLM inh | APE1 inh | Pol iota inh
11 | COc1ccc(OCC(=O)Nc2c3c(nn2-c2ccc(OC)cc2)CS(=O)(=O)C3)cc1 | -2% | ? | -5% | 10% | ?
12 | CC(=O)c1c2c3c(c(Br)ccc3n(C)c1=O)C(=O)c1ccccc1-2 | 6% | 6% | 4% | -22% | 3%
13 | CC1Cc2ccccc2N1C(=O)c1ccc(N2CCCCC2)c([N+](=O)[O-])c1 (stereo not given) | -18% | 2% | -5% | -4% | 0%
14 | C=CCSC1=C(C#N)C2(CCCCC2)C(C#N)C(=O)N1 (stereo not given) | -16% | 18% | -1% | 15% | 18%
15 | CC(=O)c1cc(F)c(N2CCCC2)cc1C | -1% | -12% | 0% | -4% | 14%
16 | CCN(CCO)c1nc(NCc2ccccc2)c2cnn(C)c2n1 | 1% | 15% | -1% | 28% | 35%[activator]
17 | COc1ccc(C(=O)N/N=C2\CCc3ccccc32)cc1OC | 2% | 0% | -2% | -2% | 36%[activator]
18 | COCCN(C(=O)COC(=O)c1ccccc1Oc1ccccc1)c1c(N)n(Cc2ccccc2)c(=O)[nH]c1=O | -2% | 26% | -2% | 60%[activator] | 6%
19 | COc1ccc(-c2cn3ccsc3n2)cc1 | 2% | 39% | 0% | -5% | 1%
20 | CSc1ccc(-c2cc(=O)c3ccccc3o2)cc1 | -2% | 3% | -11% | -2% | -11%

entry | Pol kappa inh | RXFP1 antagonist | Tb PGK inh | Apoferritin bind
11 | -19% | 6 | -4% | -2%
12 | 1% | -9 | -3% | -1%
13 | -22% | nt | 5% | -17%
14 | -13% | 7 | 1% | -17%
15 | -1% | -5 | -1% | -17%
16 | -4% | -8 | 9% | -14%
17 | -12% | 1 | -6% | -7%
18 | -13% | -3 | -6% | -20%
19 | -13% | -6 | 0% | -13%
20 | 12% | -9 | -6% | 174%[activator]

(list continues)
entry | smiles | POLH inh | POLB inh | BLM inh | APE1 inh | Pol iota inh
21 | CCOc1ccc(-n2c(SCC(=O)Nc3nccs3)nc3c(c2=O)SCC3)cc1 | -22% | -11% | -2% | 0% | -1%
22 | COc1ccc2ccccc2c1CNCc1ccc(C)cc1 | -20% | -2% | -8% | -1% | -19%
23 | O=C(CN1c2cccc3cccc(c23)S1(=O)=O)NCc1ccc(Cl)cc1 | -7% | nt | nt | 9% | 41%[activator]
24 | CCOCCCNC(=O)C(C)NS(=O)(=O)c1ccc(C)cc1 (stereo not given) | 2% | 1% | -4% | -2% | 12%
25 | CS(=O)(=O)N(CC(=O)N1CCCCCC1)c1cccc(Br)c1 | 0% | 0% | -12% | -1% | 25%
26 | Cc1ccc(NC(=O)COc2cccc3ccccc23)c(O)c1 | 9% | nt | nt | 7% | 0%
27 | COc1cccc(-c2cc(C(=O)Nc3ccc(Br)c(C)c3)[nH]n2)c1 | -2% | 10% | -14% | nt | 24%
28 | Cc1cccn2c(=O)c(/C=C(\C#N)C(=O)NC3CCS(=O)(=O)C3)c(N3CCC(C)CC3)nc12 (stereo not given) | -14% | -9% | 1% | ? | 2%
29 | COCCn1c(=O)[nH]c2cc(C(=O)NCCCN3CCN(c4ccc(F)cc4)CC3)ccc2c1=O | -5% | -21% | 0% | -3% | 18%
30 | COc1ccc(C2/C=C\CC(NC(=O)OCC3c4ccccc4-c4ccccc43)CC(=O)N2Cc2cccc(F)c2)cc1 (stereo not given) | nt | nt | -5% | -4%[50.4 µM] | nt

entry | Pol kappa inh | RXFP1 antagonist | Tb PGK inh | Apoferritin bind
21 | -2% | 2 | 9% | 9%
22 | 0% | -25 | -1% | -11%
23 | -8% | 3 | 8% | nt
24 | -11% | 1 | 7% | -2%
25 | 10% | 19 | i | -7%
26 | -14% | -1 | 6% | nt
27 | -10% | -7 | -2% | 7%
28 | -12% | -13 | -2% | -2%
29 | -1% | 4 | 4% | -7%
30 | -7%[60.1 µM] | nt | nt | 110%[activator]

Full records, quoted from the list.
Profile of `Nc1nc(SCc2ccc(F)cc2)ns1` = POLH inh: -2%; POLB inh: 10%; BLM inh: -5%; APE1 inh: 5%; Pol iota inh: 68%[activator]; Pol kappa inh: -14%; RXFP1 antagonist: -7; Tb PGK inh: -5%; Apoferritin bind: ?
Profile of `CC(=O)c1cc(F)c(N2CCCC2)cc1C` = POLH inh: -1%; POLB inh: -12%; BLM inh: 0%; APE1 inh: -4%; Pol iota inh: 14%; Pol kappa inh: -1%; RXFP1 antagonist: -5; Tb PGK inh: -1%; Apoferritin bind: -17%
Profile of `COc1ccc2ccccc2c1CNCc1ccc(C)cc1` = POLH inh: -20%; POLB inh: -2%; BLM inh: -8%; APE1 inh: -1%; Pol iota inh: -19%; Pol kappa inh: 0%; RXFP1 antagonist: -25; Tb PGK inh: -1%; Apoferritin bind: -11%

Other records follow:
entry | smiles | POLH inh | POLB inh | BLM inh | APE1 inh | Pol iota inh
31 | O=C(Cc1ccc2ccccc2c1)Nc1ccccc1Br | -15% | 24% | -4% | 20% | 102%[activator]
32 | Cc1cccc(C(=O)Nc2ccc(N3CCN(c4ccc(F)cc4)CC3)c(C(=O)O)c2)c1 | 4% | 26% | 0% | nt | 3%
33 | O=S(=O)(Nc1nc2ccccc2nc1OCC(F)(F)F)c1cccs1 | -9% | 0% | 3% | 1% | ?
34 | Cc1ccnc(NC(=S)NC(=O)/C=C/c2ccc(Cl)cc2)c1 | -14% | 9% | -2% | -2% | -5%
35 | O=C1NC(=O)/C(=C\c2ccccc2Oc2ccc(F)c(F)c2)S1 | ? | -26% | -5% | -4% | ?
36 | Cc1ccc(S(=O)(=O)N(C)C)cc1NC(=S)NC(C)CCCC(C)C (stereo not given) | -18% | -1% | -7% | -8% | 2%
37 | Cc1cc(Cl)ccc1OCC(=O)OC(C)C(=O)NC(N)=O (stereo not given) | -15% | -20% | -2% | -1% | -4%
38 | CCN(CC)S(=O)(=O)c1cccc(NC(=O)C2SC(=Nc3ccc(C)cc3C)C(C(=O)NC(C)COC)=C2N)c1 (stereo not given) | -12% | -1% | -14% | 13% | ?
39 | CC1CCN(CCCNC(=O)CCCNC(=O)Cn2cnc3sc4c(c3c2=O)CCCC4)CC1 | 2% | -2% | -6% | -1% | 13%
40 | CCC(=O)N1CCc2cc(S(=O)(=O)CCC(=O)Nc3ccc(C)cn3)ccc21 | -1% | 17% | 3% | -1% | 14%

entry | Pol kappa inh | RXFP1 antagonist | Tb PGK inh | Apoferritin bind
31 | -11% | 2 | i | -7%
32 | -1%[60.1 µM] | -3 | -4% | -14%
33 | -9% | 13 | -3% | -5%
34 | -1% | -7 | i | -7%
35 | -12% | -22 | -13% | -17%
36 | -10% | -8 | -8% | -7%
37 | 3% | -6 | i | ?
38 | -14% | -7 | -5% | 61%[activator]
39 | -20% | -5 | -7% | -23%
40 | 2%[60.1 µM] | -10 | -10% | -4%

Other records follow.
entry | smiles | POLH inh | POLB inh | BLM inh | APE1 inh | Pol iota inh
41 | CCOC(=O)c1c(-c2ccccc2)csc1NC(=O)c1cc(=O)c2ccc(C)cc2o1 | -13% | 7% | 0% | nt | 1%
42 | CCOC(=O)NC1(Nc2ccc(C)cc2)Oc2ccccc2O1 | -20% | -30% | 3% | 1% | ?
43 | Cc1cc([N+](=O)[O-])ccc1-c1ccc(/C=N/NC(=O)c2ccc(Br)o2)o1 | 5% | -20% | -1% | 18% | -5%
44 | Nc1n[nH]c(N)c1N=Nc1ccccc1F | -11% | 4% | -3% | 2% | -10%

entry | Pol kappa inh | RXFP1 antagonist | Tb PGK inh | Apoferritin bind
41 | 0% | 2 | 0% | 7%
42 | -18% | 13 | 3% | ?
43 | 3% | -7 | 0% | 4%
44 | 9% | 2 | -4% | -10%
